# Bioassay records deposited in PubChem by Southern Research Specialized Biocontainment Screening Center.
# H1N1 NS1A inhibition – H1N1 influenza NS1A inhibitors, functional cell based assay (AID 504329). inhibition, % at 12.5 µM; hits with a dose series show IC50 in µM. NS1A functional cell-based assay, percent inhibition; higher % means a stronger effect. hit rate 0.3% among 340,000; in the data active = a potency from the dose series; inconclusive = inhibition above about 27% without an active follow-up result; note: strong numbers were not always called active
# M. tuberculosis HTS – M. tuberculosis growth inhibition, HTS (AID 449762) | M. tuberculosis H37Rv growth inhibition, 7H9 media; higher % means a stronger effect | hit rate 0.59% among 330,000 | one-dose inhibition, % at 25 µM; IC50 in µM for titrated hits; in the data active = a potency from the dose series; inconclusive = inhibition above about 70% without an active follow-up result;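 note: bacterial growth assessed after seven days of incubation; strong numbers were not always called active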
# Salmonella PhoP GFP – PhoP regulon inhibitors, Salmonella typhi PhoP promoter GFP reporter, confirmatory (AID 1850); inhibition, % at 50 µM; hits with a dose series show IC50 in µM; Salmonella Typhi PhoP-promoter GFP reporter, fluorescence, 4 h; higher % means a stronger effect; hit rate 0.33% among 310,000; in the data active = a potency from the dose series; inconclusive = inhibition mostly from about 25% at the one dose, without a potency; inactive = the rest, 99 in 100 with inhibition below about 19%;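 note: 0% = induced wells with vehicle and 100% = uninduced wells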
# M. tuberculosis – growth inhibition of non-replicating M. tuberculosis (AID 488890) | Mycobacterium tuberculosis non-replicating, growth inhibition; higher % means a stronger effect | inhibition, % at 25 µM; hits with a dose series show IC50 in µM | hit rate 0.39% among 320,000; in the data active = a potency from the dose series; inconclusive = inhibition mostly from about 82% at the one dose, without a potency; inactive = the rest, 99 in 100 with inhibition below about 76%;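 note: plate controls were DMSO cells for no effect and high antibiotic wells for full effect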
# VEEV TC-83 Vero – inhibitors of VEEV TC-83 cytopathic effect, confirmation, Vero cells (AID 588727). hit rate 0.13% among 350,000. Vero cells, VEEV TC-83 cytopathic effect inhibition; higher % means a stronger effect. inhibition, % at 20 µM, or IC50 in µM where a hit was titrated; in the data active = a potency from the dose series; inconclusive = inhibition mostly from about 14% at the one dose, without a potency; inactive = the rest, 99 in 100 with inhibition below about 12%; note: strong numbers were not always called active
# VEEV TC-83 Vero 10K pilot screen – second read-out of VEEV TC-83 Vero, no call of its own (marks repeat the call); inhibition, %; measured here: 10K pilot screen inhibition
# Active calls of the source: *; i = inactive; ? = inconclusive; . = no result given.
SMILES,H1N1 NS1A inhibition,M. tuberculosis HTS,Salmonella PhoP GFP,M. tuberculosis,VEEV TC-83 Vero,others
Cc1ccc(N(Cc2ccccc2)C(=O)c2cccc(S(=O)(=O)N3CCOCC3)c2)cc1,7%,3%,9%,-3%,7.3%,
Cc1nc2ccc([N+](=O)[O-])cc2c(=O)n1Cc1ccc(Br)cc1,3%,3%,8%,.,i,
COc1cc(Cl)c(C)cc1NC(=O)CNC(=O)Cn1cnc2ccccc2c1=O,5%,8%,-6%,0%,2.8%,
O=C(COC(=O)[C@@H]1CC(O)CN1S(=O)(=O)c1ccccc1[N+](=O)[O-])c1ccccc1 (stereo partly drawn),-5%,3%,9%,4%,0.3%,
CC1Cc2cc(/C(O)=C3\C(=O)C(=O)N(CCN4CCOCC4)C3c3ccccc3F)ccc2O1 (stereo not drawn),-3%,-13%,2%,16%,0.5%,
Cc1cc(C)c2cc(CN(Cc3ccc4c(c3)OCO4)Cc3nnnn3Cc3ccco3)c(=O)[nH]c2c1,12%,4%,-1%,17%,6.6%,
CNC(=O)c1c(NC(=O)C2=COCCO2)sc2c1CCN(C(=O)OC)C2,-4%,0%,3%,-5%,1.3%,
O=C(COc1ccc(Br)cc1)N1CCc2ccccc2C1,0%,2%,8%,73%,4.2%,
N/C(=N\OC(=O)C(c1ccccc1)c1ccccc1)c1ccncc1,-7%,1%,25%,9%,3.0%,
CC(=O)CSc1nnc(Cc2ccc3c(c2)OCO3)o1,1%,-2%,8%,.,2.6%,
COc1ccc(C(=O)c2sc(Nc3ccccc3)nc2N)cc1OC,6%,7%,-17%,9%,8.9%,
CCOC(=O)c1sc2nc(C)nc(NCc3ccccc3OC)c2c1C,-14%,12%,-1%,-1%,0.8%,
CCOC(=O)c1c(S(=O)(=O)NCC(=O)NCc2ccc(C)cc2)c(C)n(C)c1C,1%,3%,-5%,-1%,2.9%,
Cn1c(=O)c2c(ncn2CC(O)CO)n(C)c1=O (stereo not drawn),-3%,-5%,2%,8%,1.6%,
N[C@@H](CO)c1nnc([C@H](CC(=O)O)NC(=O)C2CCNCC2)o1,11%,-2%,-13%,-3%,1.0%,

# No new results follow: an excerpt of the list.
SMILES,H1N1 NS1A inhibition,M. tuberculosis HTS,Salmonella PhoP GFP,M. tuberculosis,VEEV TC-83 Vero,others
Cc1ccc(N(Cc2ccccc2)C(=O)c2cccc(S(=O)(=O)N3CCOCC3)c2)cc1,7%,3%,9%,-3%,7.3%,
Cc1nc2ccc([N+](=O)[O-])cc2c(=O)n1Cc1ccc(Br)cc1,3%,3%,8%,.,i,

# Next entries
SMILES,H1N1 NS1A inhibition,M. tuberculosis HTS,Salmonella PhoP GFP,M. tuberculosis,VEEV TC-83 Vero,others
NC(=O)N/N=C1\c2ccccc2-c2c(C(N)=O)cccc21,-13%,-8%,5%,-5%,0.2%,
CN(C(=O)c1ccc(S(=O)(=O)N2CCOCC2)cc1)C1CCS(=O)(=O)C1 (stereo not drawn),-6%,-10%,6%,-5%,3.3%,
Cc1ccnc2nc(C(=O)OCC(=O)N(CC(C)C)C3CCS(=O)(=O)C3)nn12 (stereo not drawn),-7%,-6%,.,-12%,1.3%,
O=C(c1ccc(Br)s1)N1CCN(c2ncccn2)CC1,3%,-2%,-1%,28%,i,
O=C(O)CSCC(=O)NC1CCCc2ccccc21 (stereo not drawn),-8%,5%,-1%,-28%,1.1%,
C=C(C)Cn1c(=O)n(CC2CS2)c2ccccc21 (stereo not drawn),-9%,-2%,-3%,67%,0.3%,
C=CCNC(=S)NNC(=O)c1ccc([N+](=O)[O-])cc1,-4%,5%,-2%,-3%,1.2%,
COc1cc(NS(=O)(=O)c2ccccc2)ccc1-n1nc(C)cc1C,5%,-4%,-10%,17%,i,VEEV TC-83 Vero 10K pilot screen=0.9
COc1cccc(Cn2c(-c3cccs3)noc2=O)c1,-23%,0%,-8%,3%,i,
CC(=Nc1ccc2c(c1)CCC2)c1c(O)n(C2CCCCC2)c(=O)[nH]c1=O,0%,15%,-2%,-1%,2.8%,
CC1Cc2ccccc2N1Cc1ccc([N+](=O)[O-])cc1 (stereo not drawn),14%,11%,0%,50%,0.6%,
CCCNC(=O)N1CCC(C(=O)c2ccc(Cl)cc2)CC1,-4%,-6%,-5%,16%,i,
Cc1sc2nc(SCC(=O)N(C)C)[nH]c(=O)c2c1C,-6%,-5%,-3%,-7%,0.7%,
COc1nc(OCCNC(=O)Nc2ccccc2)nc(N(C)C)n1,8%,0%,-5%,6%,3.9%,
Cn1cc(/C=N/NC(=O)c2cc3cc(Br)ccc3o2)c2ccccc21,.,2%,4%,-1%,0.1%,
CC(OC(=O)c1ccc(O)cc1)C(=O)Nc1ccc(Oc2ccccc2)cc1 (stereo not drawn),3%,-2%,.,36%,2.3%,
O=c1c2ccccc2cnn1Cc1n[nH]c(=S)n1-c1ccccc1Cl,-10%,-2%,7%,5%,0.7%,
C=CCn1c(CNC(=O)c2ccco2)nnc1SCC(=O)Nc1cccc(Br)c1,13%,0%,0%,21%,0.5%,
COc1cc(/C=N/NC(=O)c2ccccn2)ccc1OC(=O)c1cccs1,9%,?,-4%,2.9µM*,3.2%,
CC(=O)Nc1ccc(NC(=O)C(=O)NCC(c2ccco2)N2CCc3ccccc32)cc1 (stereo not drawn),-4%,-3%,5%,13%,i,
CC1CCc2c(sc3[nH]c(=S)n(C)c(=O)c23)C1 (stereo not drawn),-47%,3%,-11%,6%,i,
COc1ccc(OC(C)C(=O)Nc2ccc([N+](=O)[O-])cc2)cc1 (stereo not drawn),-8%,?,-2%,75%,0.1%,
COc1ccccc1CNC(=O)CCS(=O)(=O)c1ccc2c(c1)CCCN2C(C)=O,6%,1%,1%,-5%,1.5%,VEEV TC-83 Vero 10K pilot screen=0.7
COc1cc(/C=N/NC(=O)CCNC(=O)c2ccccc2Cl)ccc1O,-18%,1%,4%,-5%,0.2%,
O=C(CSCc1ccc([N+](=O)[O-])cc1)Nc1cccc(C(=O)Nc2ccccc2C(=O)O)c1,-1%,4%,-1%,9%,0.7%,
O=C(N/N=C/c1ccc([N+](=O)[O-])cc1)c1cccs1,.,-3%,-5%,3%,5.8%,
Cc1ccc(-c2csc(NCCn3c(C(F)(F)F)nc4ccccc43)n2)cc1,-19%,3%,-8%,-3%,1.1%,
CC(=O)Nc1nc2ccccc2n1CCOc1ccccc1Cl,8%,?,-7%,5.4µM*,0.1%,
COc1ccc(F)cc1S(=O)(=O)Nc1ccc2c(c1)OCO2,3%,7%,-4%,2%,0.1%,
COc1cccc(NC(=O)N2CCN(c3cccc(C)c3)C(C)C2)c1 (stereo not drawn),-6%,2%,-5%,24%,4.2%,

# The final 3 compounds of the section before open the next one:
SMILES,H1N1 NS1A inhibition,M. tuberculosis HTS,Salmonella PhoP GFP,M. tuberculosis,VEEV TC-83 Vero,others
CC(=O)Nc1nc2ccccc2n1CCOc1ccccc1Cl,8%,?,-7%,5.4µM*,0.1%,
COc1ccc(F)cc1S(=O)(=O)Nc1ccc2c(c1)OCO2,3%,7%,-4%,2%,0.1%,
COc1cccc(NC(=O)N2CCN(c3cccc(C)c3)C(C)C2)c1 (stereo not drawn),-6%,2%,-5%,24%,4.2%,
CC(=O)N1CCN(c2ccc(NC(=O)c3ccco3)cc2)CC1,2%,-12%,-5%,-8%,0.6%,
O=C1CCCc2c1ccc1ccccc21,-16%,.,.,.,3.2%,
CC1CCCN(CC(=O)Nc2ccc(S(=O)(=O)N3CCCC3)cc2)C1 (stereo not drawn),-12%,-2%,-9%,-19%,0.2%,
O=C(CCl)N1CCCC1c1ccc2c(c1)OCCO2 (stereo not drawn),11%,3.5µM*,-4%,?,?,
Cc1ccc(-c2nc(CS(=O)(=O)CC(=O)NCCCN3CCN(C)CC3)c(C)o2)cc1,1%,-2%,3%,-5%,i,
O=C(Nc1ccc(S(=O)(=O)N2CCCC2)cc1)c1cc(=O)c2ccccc2o1,-12%,-2%,17%,-1%,0.1%,
CC(=O)N1C(C(=O)O)CSC1c1cccc(C)c1 (stereo not drawn),-21%,3%,2%,1%,0.1%,
CCc1cc(Cn2nc(-c3ccccc3)cc2C(=O)NCc2cccc(Br)c2)on1,8%,6%,.,29%,0.2%,VEEV TC-83 Vero 10K pilot screen=0.0
CCOc1ccc(CCNC(=O)C2CCC(=O)N2CCc2ccccc2)cc1OCC (stereo not drawn),15%,-4%,-9%,8%,2.6%,
COCCOC(=O)C1=C(C)NC(=O)NC1c1ccc(OC(=O)c2ccco2)c(OC)c1 (stereo not drawn),11%,-5%,3%,4%,0.9%,
Cc1nn(C)cc1/C=C/C(=O)c1cccs1,-1%,3%,-1%,-7%,3.8%,
O=C(COC(=O)Cc1ccccc1F)Nc1ccc2c(c1)OCCO2,-9%,-2%,-4%,76%,1.2%,
Cc1ccsc1C(=O)Nc1ccc(F)c([N+](=O)[O-])c1,6%,14%,-1%,6%,2.4%,
CCOCCCNC(=S)Nc1ccc2nc(N3CCN(CC)CC3)cc(C)c2c1,21%,3%,10%,15%,i,
O=C(NCC(=O)N(c1ccc2c(c1)OCO2)C(C(=O)NC1CCCC1)c1ccncc1)c1ccco1 (stereo not drawn),23%,-7%,-17%,4%,0.3%,
Cc1cc(Cl)ccc1OCCCC(=O)Nc1cccc(-n2cnnn2)c1,3%,-6%,5%,40%,3.2%,
Cc1nnc(SCC(=O)Nc2ccc(C(N)=O)cc2)n1-c1ccccc1,7%,3%,6%,-13%,1.1%,
CC(C)C(Nc1ncnc2c1oc1ccccc12)C(=O)O (stereo not drawn),-3%,2%,-1%,33%,0.1%,
CC(C)NC(=O)NC(=O)CSc1ccc(S(=O)(=O)N2CCCC2)cn1,-3%,-1%,.,14%,0.2%,
O=C(COc1cccc(Cl)c1Cl)Nc1ccc2c(c1)CCC2,0%,6%,0%,29%,0.7%,
CC1(C)Oc2ccc(C(=O)Nc3ccccc3F)cc2N(CC(=O)N2CCOCC2)C1=O,4%,-5%,14%,-4%,1.3%,
COc1cccc2oc3cc(C#Cc4ccccn4)ccc3c(=O)c12,.,-1%,-4%,38%,.,
COc1ccc(C2C(C#N)=C(N)Oc3c2ccc2cccnc32)cc1OC (stereo not drawn),-16%,6%,9%,-5%,8.8%,
CC(C)(C)c1ccc(C(=O)N/C(=C\c2ccco2)C(=O)Nc2ccccc2C(=O)O)cc1,5%,6%,5%,59%,2.1%,
O=C(NCCc1ccccc1F)C1CCCN(c2nc3ccccc3s2)C1 (stereo not drawn),-1%,4%,9%,-8%,1.5%,
Cc1c(-n2c(O)c(C3=c4ccccc4=NC3=O)sc2=S)c(=O)n(-c2ccccc2)n1C,2%,8%,3%,-2%,0.8%,
CCOc1ccccc1NC(=O)CCn1cccc1,-6%,2%,7%,59%,0.6%,
CC(O)c1cccc(NC(=O)CC(c2ccccc2)c2ccccc2)c1 (stereo not drawn),19%,1%,-5%,17%,0.3%,
CCOC(=O)c1oc2ccccc2c1CSc1nnnn1-c1ccc(OC)cc1,-3%,8%,-1%,1%,1.4%,
CCCc1c(NC(=O)Nc2ccc(Cl)cc2Cl)cnn1-c1ccccc1,.,4%,12%,-3%,18µM*,
COc1cccc(C(=O)NCCS(=O)(=O)N2CC(C)CC(C)C2)c1 (stereo not drawn),-6%,-7%,6%,0%,0.8%,
C/C=C1/CN2C3CC1C(CO)(C(=O)OC)C2Cc1c3n(C)c2ccccc12 (stereo not drawn),1%,-9%,11%,-6%,0.5%,
COc1ccc(NC(=O)C(=O)NCC(=O)Nc2cc(OC)ccc2OC)cc1,-4%,1%,-13%,31%,7.7%,
Cc1cc(OCC(=O)Nc2ccc3oc(=O)ccc3c2)ccc1Cl,0%,1%,-8%,58%,0.9%,
OCCOCCn1c(C(CO)Nc2nc(-c3cccc(Br)c3)cs2)nc2ccccc21 (stereo not drawn),9%,10%,9%,26%,2.7%,
CC(=O)Nc1ccc2nc(-c3ccccc3)cn2c1,21%,-5%,4%,1%,8.3%,
CC(=O)N1CCOc2ccc(S(=O)(=O)N3CCC(C(=O)Nc4ccc(F)cc4)CC3)cc21,0%,3%,6%,3%,1.4%,

# 4 compounds picked at random from those above:
SMILES,H1N1 NS1A inhibition,M. tuberculosis HTS,Salmonella PhoP GFP,M. tuberculosis,VEEV TC-83 Vero,others
Cc1ccc(-c2nc(CS(=O)(=O)CC(=O)NCCCN3CCN(C)CC3)c(C)o2)cc1,1%,-2%,3%,-5%,i,
COc1cccc2oc3cc(C#Cc4ccccn4)ccc3c(=O)c12,.,-1%,-4%,38%,.,
CC(=Nc1ccc2c(c1)CCC2)c1c(O)n(C2CCCCC2)c(=O)[nH]c1=O,0%,15%,-2%,-1%,2.8%,
CC(O)c1cccc(NC(=O)CC(c2ccccc2)c2ccccc2)c1 (stereo not drawn),19%,1%,-5%,17%,0.3%,
